# PGC1a acetyl inh = inhibitors of PGC1a acetylation signal, primary screen, cell-based, U2OS, AlphaScreen, inhibitor mode. AlphaScreen anti-acetyl-lysine; with virally co-expressed GCN5 acetyltransferase. inhibition, % at 15.6 µM. 350,000 compounds, 0.17% hits;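 active = every replicate shows inhibition of at least 40%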;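 note: 0% = neutral control wells and 100% = positive control wells; some results beyond the cut were filed as inactive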
# FN deposit inh = inhibitors of fibronectin matrix deposition, primary screen, AH1F cells, Alexa488-fibronectin fluorescence, plate reader | inhibition, % at 12.6 µM | AH1F fibroblasts, overnight | 350,000 compounds, 0.086% hits | AID 743247, 2014;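 active = mean inhibition across replicates of 30% or more, regardless of how many single replicates reach that level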;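 note: positive control wells lacked labelled fibronectin entirely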
#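 test system = AH1F fibroblasts assembling fluorescent fibronectin matrix | quantity = 10000 AH1F cells per well | buffer or medium = DMEM plus 2% serum, read in PBS | doses = single dose, pinned | incubation = 1 h cell attachment, overnight exposure to compound and label | detection = fluorescence at 485 nm excitation, 525 nm emission | read-out basis = inhibition from reduced deposited-fibronectin fluorescence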
# Cneo AK release = Cryptococcus neoformans cell lysis inducers, primary screen, AK release luminescence, single concentration; C. neoformans lysis, adenylate kinase release luminescence, 4 h; normalised: neutral wells 0, clomiphene wells 100; lysis activity, % at 15 µM; 360,000 compounds, 0.2% hits; AID 651654, 2012;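 active = mean lysis activity across replicates of at least 80%, whatever share of replicates individually reach that level; inactive = mean lysis activity below 80%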
#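 Assay system: Cryptococcus neoformans yeast cells / Dosing: single-point compound dose / Timing: 4 h at 37 °C static, read 1 h later / Measured by: luminescence of released adenylate kinase using an AK detection reagent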
# LGR2 inh = inhibitors of bursicon-induced LGR2 CRE-luciferase signal, primary screen, cell-based, HEK293, CRE-luciferase reporter, bursicon stimulation. Drosophila bursicon receptor LGR2 (rickets). bursicon-stimulated, 4 h. inhibition, % at 9.99 µM. 380,000 compounds, 0.35% hits. AID 720647, 2013;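 active = drop in luminescence signal, shown as inhibition above about 50% in the replicate tests, limit read from the data, passing the limit was not always enough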;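 note: agonist challenge used bursicon conditioned medium at about half maximal strength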
# PAX8 inh HTS = inhibitors of PAX8-driven TPO luciferase reporter, primary screen, RMG-I cells, single concentration; 360,000 compounds, 1.2% hits; AID 652154, 2013; SteadyGlo, 24 h; inhibition, % at 12.6 µM;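 active = mean replicate inhibition at least 60% with every replicate also reaching 60%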;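 note: luciferase light reporting Pax8 driven TPO promoter activity; plate controls were median of neutral control wells for no effect and mitoxantrone controls for full effect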
# Casp6 inh = human caspase-6 inhibitors, primary screen, biochemical, VEID-R110 fluorescence, single point, set 2; P55212; purified caspase-6, Z-VEID-R110 cleavage fluorescence; inhibition, % at 12.5 µM; 350,000 compounds, 0.53% hits; AID 686996, 2013;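 active = mean inhibition across replicates at least about 35%, with every replicate also reaching that limit, limit read from the data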;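 note: 0% = median of neutral control wells and 100% = no fluorescence left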
# Target sequence (P55212 24-179 limits assumed): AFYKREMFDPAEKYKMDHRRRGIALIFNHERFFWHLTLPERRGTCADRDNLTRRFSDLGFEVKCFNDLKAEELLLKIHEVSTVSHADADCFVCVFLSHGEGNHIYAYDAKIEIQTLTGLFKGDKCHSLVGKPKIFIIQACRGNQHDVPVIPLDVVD
# Target sequence (P55212 194-293 limits assumed): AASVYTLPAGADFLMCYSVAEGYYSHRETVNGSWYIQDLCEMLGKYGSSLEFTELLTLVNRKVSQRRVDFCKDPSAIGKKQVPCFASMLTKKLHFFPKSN
# miR-122 sensor = miR-122 Renilla sensor signal increase in Huh7, primary screen, miR-122 inhibitor project, cell-based, single point, plate reader; Huh7 miR-122 Renilla luciferase sensor, 48 h; neutral wells = 0, positive control = 100; activation (reporter increase), % at 12.5 µM; 340,000 compounds, 0.3% hits; AID 602342, 2012;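 active = mean replicate activation score at least 90 and every replicate individually at or above 90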;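 note: higher luciferase means less miR-122 activity so hits act as miR-122 inhibitors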
# EWS-Fli block = EWS/Fli-driven NR0B1 reporter inhibitors, primary screen, A673 cells, NR0B1 luciferase, luminescence, MLPCN library; viability-normalised; inhibition, % at 12.6 µM; 350,000 compounds, 0.67% hits; AID 651661, 2012;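 active = mean inhibition of at least 50% after viability correction, with every replicate also passing that limit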;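 note: firefly luciferase signal divided by Alamar Blue viability fluorescence both relative to DMSO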
# The depositor's hits bear a star; x = not tested or not shown; [ ] = dose if it differs, or a comment.
SMILES,PGC1a acetyl inh,FN deposit inh,Cneo AK release,LGR2 inh,PAX8 inh HTS,Casp6 inh,miR-122 sensor,EWS-Fli block
O=C(Nc1ccc(Cl)cc1Cl)c1ccc(-c2ccccc2)cc1,x,2.3,x,-5.0,24.7,-0.4,x,-21.6
CC(=O)N1CCOc2ccc(S(=O)(=O)Nc3ncccc3C)cc21,-2.1,7.0,-3.1,2.5,-4.0,1.8,-1.5,x
O=C(Cn1cc([N+](=O)[O-])cn1)N1N=C(C(F)F)CC1(O)C(F)F (configuration not stated),-5.4,0.4,-1.4,x,-4.7,x,-3.5,x
CCOCCCNCc1ccc(OCC(=O)N2CCOCC2)c(OC)c1,x,-15.2,-0.4,-4.0,17.7,-1.4,-4.4,5.9
C=C[C@H](COC(C)=O)N(C(=O)OC(C)(C)C)S(=O)(=O)c1ccc(Br)cc1,-8.7,x,-13.0,x,3.5,-1.4,x,-5.3
C[C@H]1CN([C@@H](C)CO)C(=O)Cc2cc(NS(=O)(=O)c3ccc(F)cc3)ccc2O[C@@H]1CN(C)S(C)(=O)=O,6.1,-6.2,3.3,1.6,1.8,-1.6,5.3[16.7 µM],3.6
COC(=O)C[C@H]1C=C[C@H](NS(=O)(=O)c2ccccc2F)[C@H](CO)O1,2.9,19.3,3.0,11.8,-1.1,-2.0,-2.6[16.7 µM],-1.1
Cn1c(=O)c(N)c2c3c(c(Br)ccc31)C(=O)c1ccccc1-2,5.5,-16.0,0.0,-4.3,11.6,-0.2,-4.1,1.8
COCC(=O)N(C)CC1CCCN(CCc2ccccc2OC)C1 (configuration not stated),x,6.6,1.4,-14.5,9.8,-5.9,x,4.9
C[C@H]1CN([C@@H](C)CO)C(=O)Cc2cc(NS(=O)(=O)c3cccs3)ccc2O[C@@H]1CN(C)CC1CC1,5.7,x,12.6,10.3,x,-0.3,-3.2[16.7 µM],-6.1
COc1ccc(NC(=O)CSCC(=O)Nc2ccc(S(=O)(=O)N3CCCCC3)cc2)cc1,6.2,-6.9,2.4,15.6,2.5,-0.4,7.2,-6.1
COc1ccc(CN(C)C[C@@H]2OCCCC[C@H](C)Oc3ccc(NS(C)(=O)=O)cc3C(=O)N([C@@H](C)CO)C[C@H]2C)cc1,-10.4,x,-2.3,18.9,-13.4,-1.9,8.4[16.7 µM],-3.1
O=C(NCC1(N2CCCCC2)CCCCC1)c1cccc(NS(=O)(=O)c2ccccc2)c1,-4.7,-0.7,0.6,-6.6,6.3,-2.9,1.8,-3.5
O=C(C[C@@H]1CC[C@H]2[C@@H](COC[C@@H](O)CN2Cc2ccncc2)O1)NCc1ccccc1Cl,-2.1,-19.9,1.5,5.5,x,-1.2,0.6[16.7 µM],x
COc1cccc(CNC(=O)CCS(=O)(=O)c2ccccc2Cl)c1,-1.7,-34.0,0.0,4.6,-6.4,-53.4,-13.2,4.6
C/C=C/c1ccc([C@@H]2[C@@H](C#N)N(c3nc(-c4ccccc4)cs3)[C@H]2CO)cc1,-22.0,2.0,-1.9,-9.0,2.8,-0.3,x,-1.0
O=C(CCl)Nc1cn(-c2ccccc2)nc1-c1ccc(F)cc1,-19.4,-11.8,x,-36.1,-32.0,-4.9,x,32.6
Cc1cccc(NC(=O)COc2ccc3oc4c(c3c2)CCCC4)n1,4.8,7.7,2.2,-9.7,x,x,18.7,x
COC1=Nc2ccccc2/C=C\c2ccccc21,x,-10.0,0.6,-14.5,23.3,-1.2,x,-0.3
O=C1NC[C@H](CC2CCCCC2)N(CC2CCCCC2)C1=O,26.0,2.0,0.8,-3.6,-16.3,-2.5,3.8,-9.7
COCC(=O)N1CC(=O)N2[C@@H](CO)[C@@H](c3ccc(C#Cc4cccc(OC)c4)cc3)[C@@H]2C1,8.9,x,x,12.1,x,9.1,x,11.2
CCOc1ccccc1NC(=O)COC(=O)COc1cccc2c1OC(C)(C)C2,1.7,15.2,-0.2,-3.9,-3.6,-1.9,-2.2,5.9
Cn1ccnc1C(=O)c1cccc(Br)c1,0.6,1.1,6.3,-23.9,-19.1,5.7,1.0,-27.0
O=C(NC[C@@H]1[C@H](c2ccccc2)[C@H](CO)N1Cc1ccccn1)C1CC1,0.5,x,2.1,8.9,11.4,-5.5,-7.1[16.7 µM],-7.7
CCCOC1(NC(=O)c2ccccc2)C(C)=CC(=O)C=C1C,-1.6,2.6,0.4,x,5.6,x,-13.8,x

# An excerpt from above, reduced to FN deposit inh and EWS-Fli block:
smiles,FN deposit inh,EWS-Fli block
O=C(Cn1cc([N+](=O)[O-])cn1)N1N=C(C(F)F)CC1(O)C(F)F (configuration not stated),0.4,x
CCCOC1(NC(=O)c2ccccc2)C(C)=CC(=O)C=C1C,2.6,x

# Later entries.
SMILES,PGC1a acetyl inh,FN deposit inh,Cneo AK release,LGR2 inh,PAX8 inh HTS,Casp6 inh,miR-122 sensor,EWS-Fli block
CCN(CC)C(=O)N1CCC(NC(=O)c2ccc(C(C)(C)C)cc2)CC1,-0.7,6.8,-2.1,x,x,x,-5.1,x
O=C(c1cccc(F)c1)N1CCCCN2[C@H](C1)[C@@H](c1ccc(C#CC3(O)CCCC3)cc1)[C@@H]2CO,-8.4,-17.8,3.9,4.9,-7.1,3.5,0.3[16.7 µM],7.6
COc1ccccc1NC(=O)N[C@@H]1C=C[C@H](CC(=O)NCc2ccc(Cl)c(Cl)c2)O[C@@H]1CO,0.2,4.2,0.0,-9.6,8.7,1.3,2.7[16.7 µM],-0.1
CCOC(=O)N1CCN(C(=O)c2ccc(Cl)c(S(=O)(=O)N3CCCC3)c2)CC1,x,2.6,0.1,6.4,12.0,-0.6,x,11.4
COCCn1cc(C(=O)NCCCN2CCC(C)CC2)c2c3ccccc3n(C)c2c1=O,-3.1,-0.6,-0.6,-2.8,x,x,0.9,x
CCC(CC)C(=O)NCCc1cc2cc(C)c(C)cc2[nH]c1=O,3.1,5.3,1.0,-6.4,-20.4,3.3,-4.3,2.1
Cc1cc(C)c(C2C(C#N)=C(N)Oc3n[nH]c(C)c32)cc1CN1CCCC1 (configuration not stated),6.2,x,0.4,9.6,x,0.4,-4.7,5.4
CN(C)c1ccc(C(O)Cc2nc3ccccc3n2C)cc1 (configuration not stated),x,-10.0,-7.7,49.5,42.2,-1.8,1.9,-57.9
COc1ccc(/C=N/OCc2nc3c4c(ncn3n2)Oc2ccc3ccccc3c2C4c2ccccc2)cc1 (configuration not stated),-2.8,x,-0.3,x,-4.9,x,-2.2,x
Cn1c2ccc(F)cc2c2ncn(Cc3ccccn3)c(=O)c21,0.8,6.5,x,x,1.6,2.3,x,0.3
CCOC(=O)CN1C(=O)C(=O)N(Cc2c(Cl)cccc2Cl)C1=O,-10.9,-0.7,-0.5,-3.6,18.3,-2.1,-3.9,-2.5
O=C(Nc1ccccc1N1CCCC1)c1cccc(S(=O)(=O)N2CCOCC2)c1,x,1.7,3.8,8.6,4.9,8.1,x,3.1
O=C(COc1ccccc1F)NCc1nc2ccccc2[nH]1,6.3,x,-6.1,0.1,13.9,-0.7,0.3,-1.7
S=C(Nc1ccc(Nc2ccccc2)cc1)Nc1ccccn1,-5.8,8.5,x,-21.1,-3.7,2.3,-10.0,0.2
COc1cc(C(=O)NCC(c2cccs2)N(C)C)cc(Cl)c1OC(C)C (configuration not stated),-14.2,-3.2,0.0,x,6.9,-1.1,86.4,-9.2
COc1ccc(CC(=O)N2CCc3cc(OC)c(OC)cc3C2)cc1,x,3.8,0.0,-13.3,1.6,2.1,x,6.3
C[C@H](CO)N1C[C@H](C)[C@H](CN(C)S(=O)(=O)c2cccs2)Oc2c(NC(=O)CCCCCC(=O)Nc3ccccc3N)cccc2C1=O,-13.1,9.8,x,-19.8,x,-3.5,x,34.9
O=c1[nH]c2c(c3c1CCCC3)CCCC2,10.7,x,0.8,-9.5,x,-0.1,1.1,-22.8
CCCCN(C)C(=O)c1nc2ccccn2c1CN(C)Cc1csc(C)n1,x,-5.3,x,-0.2,11.1,-1.3,x,2.8
CC(C)CC#Cc1cnc2c(c1)C(=O)N([C@H](C)CO)C[C@H](C)[C@H](CN(C)C(=O)Cc1ccncc1)O2,-1.0,x,6.3,-3.9,-6.8,-0.8,-9.5[16.7 µM],-8.4
COCCn1c(C)cc(C(=O)COC(=O)c2c(C)nn(Cc3ccccc3)c2C)c1C,11.8,-5.1,0.3,x,-7.4,x,3.3,x
CCC1=Nc2cc(C(=O)NCCN3CCCC3)ccc2Sc2ccc(C)cc21,2.4,3.5,2.1,-0.8,24.2,-25.6,-7.4,13.4
COc1ccc(N(C)S(=O)(=O)c2cccc(C(=O)Nc3nc4ccccc4[nH]3)c2)cc1,x,-10.1,-0.6,10.1,1.5,-4.7,-1.7,1.4
CC1=N/C(=C\c2ccc([N+](=O)[O-])cc2)C(=O)N1c1ccc(Br)c(C)c1,6.0,x,0.1,2.7,x,x,4.6,x
O=C(C[C@H]1CC[C@H](NC(=O)Nc2cc(F)ccc2F)[C@H](CO)O1)NCc1ccccn1,-3.7,-16.0,-2.4,-10.7,-3.5,1.6,3.0[16.7 µM],-0.9
# Continuation:
SMILES,PGC1a acetyl inh,FN deposit inh,Cneo AK release,LGR2 inh,PAX8 inh HTS,Casp6 inh,miR-122 sensor,EWS-Fli block
Cc1noc(C)c1NC(=O)Nc1ccc2c(c1)CC(=O)N([C@@H](C)CO)C[C@H](C)[C@@H](CN(C)C(=O)NC1CCCCC1)O2,6.7,-3.3,1.0,-4.9,-11.2,x,-0.8[16.7 µM],-6.1
CCCCN1C(=O)C(=O)c2cc(Cl)ccc21,x,-5.9,-0.7,6.8,24.1,0.7,x,18.4
c1ccc(Cn2ccnc2C2OCCO2)cc1,x,-5.2,-0.6,1.9,23.2,-2.3,x,1.1
Cc1ccc(OCc2cc(C(=O)N(C)Cc3cc(C4CC4)n[nH]3)no2)cc1C,4.6,2.8,-0.2,-13.4,-26.9,3.6,-7.0,x
N#Cc1ccccc1S(=O)(=O)N1CCC(C(=O)Nc2cccc(C(=O)NC3CC3)c2)CC1,-18.2,x,-0.8,-7.0,-0.7,3.4,-2.7,-1.0
Cc1nnc2n(-c3ccccc3)c(=O)c3c4c(sc3n12)COC(C)(C)C4,-3.6,x,16.4,12.7,x,x,-2.7,x
O=C(CSc1nc2c(c(=O)n1-c1ccc(Br)cc1)SCC2)NCc1ccco1,1.4,x,-2.5,-4.1,x,0.1,14.1,-4.8
COc1ccc(CN2C[C@H](C)[C@@H](OC)CN(C)C(=O)c3cc(NC(C)=O)ccc3OC[C@@H]2C)cc1,-4.2,8.4,-2.7,4.8,x,x,-18.6[16.7 µM],13.4
Cc1ccc(CNC(=O)CCc2c(C)nn(-c3ccc(N4CCOCC4)nn3)c2C)cc1,5.1,-4.8,0.5,13.1,-16.4,0.8,12.1,x

# Gathered by group, the compounds so far containing a furan ring, fused or not (two)
SMILES,PGC1a acetyl inh,FN deposit inh,Cneo AK release,LGR2 inh,PAX8 inh HTS,Casp6 inh,miR-122 sensor,EWS-Fli block
Cc1cccc(NC(=O)COc2ccc3oc4c(c3c2)CCCC4)n1,4.8,7.7,2.2,-9.7,x,x,18.7,x
O=C(CSc1nc2c(c(=O)n1-c1ccc(Br)cc1)SCC2)NCc1ccco1,1.4,x,-2.5,-4.1,x,0.1,14.1,-4.8

# Source: PubChem BioAssay
